CSN deneddyl inh = inhibitors of human CSN-mediated cullin deneddylation; Q92905; Purified CSN, SCF-Nedd8-OG deneddylation, fluorescence polarization; inhibition, % at 12.5 µM; 360,000 tested, 0.38% active; AID 651999;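 active = pattern-corrected inhibition above about 35%, with an unprinted fluorescence ratio check between 0.5 and 1.5, limit read from the data, passing the limit was not always enough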;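 also: 0% = enzyme with substrate and 100% = substrate without enzyme; some results filed as inactive read as strong as hits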
Target sequence (Q92905 whole entry, looked up, one chain of several): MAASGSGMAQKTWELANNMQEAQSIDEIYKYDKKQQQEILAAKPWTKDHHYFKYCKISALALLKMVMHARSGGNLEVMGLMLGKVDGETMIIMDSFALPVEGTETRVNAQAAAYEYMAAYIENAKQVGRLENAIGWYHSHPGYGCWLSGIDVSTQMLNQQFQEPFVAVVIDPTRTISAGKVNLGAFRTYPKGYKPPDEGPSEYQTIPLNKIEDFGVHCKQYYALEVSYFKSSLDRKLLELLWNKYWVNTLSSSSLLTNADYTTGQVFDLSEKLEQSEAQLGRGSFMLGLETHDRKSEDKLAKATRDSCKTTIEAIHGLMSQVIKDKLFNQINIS
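Assay system: Purified human Csn5 enzyme expressed in HEK293T cells | Amount: Enzyme 0.24 nM | Measured by: Fluorescence polarization readout | Medium: Tris/NaCl/DTT buffer, pH 7.5 | Compound dosing: One concentration, 12.5 µM, 0.25% DMSO | Times: 90 min incubation of compound, enzyme and substrate at room temperature | Control set: no-enzyme wells high, enzyme-with-substrate wells low | Read-out: % inhibition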
PABP1 MLLE inh = inhibitors of microRNA-mediated deadenylation, human PABP1 MLLE binding; 360,000 tested, 0.36% active; AID 588489; GST-MLLE / FITC-PAM2 fluorescence polarization; P11940; inhibition, % at 20 µM; in the data active = inhibition above about 35%, passing the limit was not always enough;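 also: plate controls were DMSO wells with GST-MLLE for no effect and wells lacking GST-MLLE protein for full effect; some results filed as inactive read as strong as hits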
Rpn11 inh = blocks the human proteasome subunit Rpn11; human 26S proteasome, Ub4-pepOG fluorescence polarization; 20S core pre-blocked with epoxomicin; AID 588493; calls only at 20 µM; 360,000 tested, 0.59% active; O00487;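 active = inhibition at 20 µM, scaled to each plate's controls, above about 33%, limit read from the data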
FAS-TE inh = FAS thioesterase (human) inhibition. recombinant FAS-TE, OMFH fluorogenic substrate, fluorescence endpoint. 360,000 tested, 0.67% active. inhibition, % at 15 µM. AID 602261;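 active = compounds whose normalised, plate-corrected inhibition of enzyme fluorescence in the single-dose primary screen is 50% or more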;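 also: 0% = DMSO with enzyme and 100% = substrate without enzyme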
MT1-MMP act inh = blocks activation of human MT1-MMP; P50281; AID 651647; HT1080 RFP-PRO-GFP cells, GFP/RFP ratio fluorescence, overnight; percent of plate control window, DMSO zero; GFP/RFP ratio change, % at 20 µM; 360,000 tested, 0.061% active;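 active = GFP/RFP ratio change of at least 30% with cell ATP level not reduced by more than half and red fluorescence within 50% of control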; also: strong numbers were not always called active
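system = RFP-PRO-GFP reporter HT1080 cells | dosing = 20 µM single dose, 1% DMSO | timing = overnight cell settling, then overnight compound exposure, 37 °C, 5% CO2 | read-out basis = GFP/RFP fluorescence ratio | controls = DMSO and RFP-L50D-GFP cell wells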
MsrA inhibitor = inhibitors of bovine MsrA; purified bovine MsrA, absorbance read-out; inhibition, % at 15.5 µM; 360,000 tested, 0.75% active; AID 651718; in the data active = inhibition above about 4.5%;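 also: 0% = vehicle wells with enzyme and 100% = reference inhibitor wells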
bovine MsrA act = activates bovine MsrA enzyme; activation, % at 10.6 µM; 360,000 tested, 0.3% active; AID 602163; purified bovine MsrA, absorbance read-out; in the data active = activation above about 7.5%;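 also: 0% = vehicle and 100% = reference activator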
eLon inh = E. coli protease La inhibition; P0A9M0; AID 602123; inhibition, % at 7.94 µM; purified E. coli Lon protease, fluorescence polarization; 360,000 tested, 0.42% active; in the data active = inhibition above about 13%, passing the limit was not always enough;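 also: 0% = enzyme with probe and DMSO and 100% = no enzyme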
Target sequence (P0A9M0 whole entry, looked up): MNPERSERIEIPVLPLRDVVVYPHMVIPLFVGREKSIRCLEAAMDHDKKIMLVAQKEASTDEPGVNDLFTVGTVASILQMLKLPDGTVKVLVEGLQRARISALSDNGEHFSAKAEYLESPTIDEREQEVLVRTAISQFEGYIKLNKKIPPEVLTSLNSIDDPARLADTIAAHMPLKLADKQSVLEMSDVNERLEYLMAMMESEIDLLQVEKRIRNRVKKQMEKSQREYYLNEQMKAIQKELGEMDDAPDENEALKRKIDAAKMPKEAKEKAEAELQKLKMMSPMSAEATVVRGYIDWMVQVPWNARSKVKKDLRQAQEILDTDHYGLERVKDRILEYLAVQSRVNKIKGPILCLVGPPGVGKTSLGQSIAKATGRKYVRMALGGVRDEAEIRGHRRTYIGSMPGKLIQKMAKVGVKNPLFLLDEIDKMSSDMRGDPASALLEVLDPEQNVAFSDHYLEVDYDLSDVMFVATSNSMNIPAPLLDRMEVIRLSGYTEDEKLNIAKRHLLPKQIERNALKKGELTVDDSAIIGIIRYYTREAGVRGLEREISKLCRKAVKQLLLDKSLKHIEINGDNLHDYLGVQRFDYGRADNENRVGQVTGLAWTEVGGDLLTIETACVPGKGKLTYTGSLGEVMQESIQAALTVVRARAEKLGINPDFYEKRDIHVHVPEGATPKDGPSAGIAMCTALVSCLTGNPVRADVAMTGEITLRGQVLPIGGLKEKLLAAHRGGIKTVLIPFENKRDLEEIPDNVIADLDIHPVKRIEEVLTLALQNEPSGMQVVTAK
Rin1 Abl inh = inhibitors of human Rin1-Abl protein interaction; inhibition, % at 7.35 µM; TR-FRET Rin1/Abl binding, biochemical; 360,000 tested, 0.4% active; in the data active = inhibition above about 5%, passing the limit was not always enough
* hit, by the source's call; i = inactive; . = no result given.

(1) CCOc1ccc(N2C(=O)CC(N(Cc3ccco3)C(=O)CCC(=O)O)C2=O)cc1 (configuration not stated)
(2) c1coc(-c2cc3nc(NCc4ccc5c(c4)OCO5)ccn3n2)c1
(3) CC(C(=O)Nc1ccccc1)c1ccc(-c2ccccc2)c(F)c1 (configuration not stated)
(4) CC(C)(C)n1ncc2c(=O)n(CC(=O)N3CCc4ccccc43)cnc21
(5) CCOC(=O)COc1cccc2c(=O)n(CC(=O)NCc3ccccc3)ccc12
(6) COc1ccc(/C=N/NC(=O)c2ccc(F)cc2)cc1CN1CCc2cc(OC)c(OC)cc2C1C (configuration not stated)
(7) COc1ccccc1N1CCN(C(=O)C2CCN(S(=O)(=O)c3ccccc3F)CC2)CC1
(8) CCC(=O)c1ccc(O)cc1
(9) CN(Cc1cnc2nc(N)nc(N)c2n1)c1ccc(C(=O)NC(CCC(=O)O)C(=O)O)cc1 (configuration not stated)
(10) COc1ccc(/C=C(\C#N)C(=O)Nc2cc(C)c(Cl)cc2OC)cc1O
entry no.	1	2	3	4	5	6	7	8	9	10
eLon inh	-5	-5	-5	-1	-2	-9	10	0	24	-2
MT1-MMP act inh	-3	-1	-5	8	8	3	8	1	-20	-7
MsrA inhibitor	-1.0	1.7	.	-0.7	1.7	0.0	0.1	-0.4	1.3	-0.7
PABP1 MLLE inh	-4	1	17	7	17	9	8	-1	67*	-2
Rin1 Abl inh	1	5	-2	1	-5	-1	0	1	2	-1
FAS-TE inh	-8	3	34	4	-4	-3	-2	0	-11	2
Rpn11 inh	i	i	i	i	i	i	i	i	i	i
bovine MsrA act	-1	-8	-1	-1	-5	-5	-2	1	-8	-6
CSN deneddyl inh	16	6	-1	-4	5	5	3	-4	-10	1

(11) O=C(COC(=O)CNS(=O)(=O)c1ccc(Br)cc1Cl)Nc1ccc(N2CCOCC2)cc1
(12) O=C(CCNS(=O)(=O)c1cccc2nonc12)NCCc1ccc(Cl)cc1
(13) CCOc1ccc(NS(=O)(=O)c2cc(C)c(C)cc2C)cc1
(14) NNC(=O)C1COc2cc3ccccc3cc2O1 (configuration not stated)
(15) CCCCn1ccnc1C
(16) CCc1c(O)nc(SCC(=O)N2CCOCC2)n(-c2ccccc2)c1=O
(17) O=C(Oc1ccc(/C=N/NC(=O)c2ccccn2)cc1)c1cccc(Br)c1
(18) COc1ccc(N2CCN(C(CNC(=O)C(C)(C)C)c3cccnc3)CC2)cc1 (configuration not stated)
(19) CCN(CC1CCCN(CCc2cccc(F)c2)C1)C(=O)c1cc2ccccc2o1 (configuration not stated)
(20) CCC(C(=O)OCC(=O)Nc1cc(Cl)ccc1Cl)c1ccccc1 (configuration not stated)
entry no.	11	12	13	14	15	16	17	18	19	20
eLon inh	-10	6	4	-1	-3	-9	11	5	-9	-11
MT1-MMP act inh	-3	-2	0	1	1	-1	-2	-1	-6	0
MsrA inhibitor	-2.1	0.4	0.3	-0.3	-1.5	-0.4	-0.1	-0.7	-1.5	0.0
PABP1 MLLE inh	-18	-1	15	-1	-8	6	8	-1	-2	12
Rin1 Abl inh	-3	1	-2	-3	2	-2	-1	-2	-3	1
FAS-TE inh	-6	1	14	-1	-5	-15	-4	-5	1	23
Rpn11 inh	i	i	i	i	i	i	i	i	i	i
bovine MsrA act	-1	1	-2	-3	-1	2	0	0	1	-4
CSN deneddyl inh	5	0	1	-2	-1	-3	6	-1	0	-13

Whole records, quoted from the list. Order of screens: eLon inh	MT1-MMP act inh	MsrA inhibitor	PABP1 MLLE inh	Rin1 Abl inh	FAS-TE inh	Rpn11 inh	bovine MsrA act	CSN deneddyl inh
CN(Cc1cnc2nc(N)nc(N)c2n1)c1ccc(C(=O)NC(CCC(=O)O)C(=O)O)cc1 (configuration not stated) is listed with 24	-20	1.3	67*	2	-11	i	-8	-10
CC(C)(C)n1ncc2c(=O)n(CC(=O)N3CCc4ccccc43)cnc21 is listed with -1	8	-0.7	7	1	4	i	-1	-4
COc1ccc(/C=N/NC(=O)c2ccc(F)cc2)cc1CN1CCc2cc(OC)c(OC)cc2C1C (configuration not stated) is listed with -9	3	0.0	9	-1	-3	i	-5	5
O=C(Oc1ccc(/C=N/NC(=O)c2ccccn2)cc1)c1cccc(Br)c1 is listed with 11	-2	-0.1	8	-1	-4	i	0	6

Remaining list, next part:
(21) CN(Cc1ccccc1)C(=O)COC(=O)c1ccc(S(=O)(=O)N(C)C)cc1
(22) O=C(Cn1cnc2c(nnn2Cc2ccccc2)c1=O)c1ccc(Cl)cc1
(23) CCOc1cc(-c2c(C#N)c(=O)[nH]c3c2c(C)nn3-c2ccc(F)cc2)ccc1O
(24) CCCCc1nccn1CCn1ccnc1CCCC
(25) Cc1nc2ccccn2c1-c1csc(Nc2cccc(O)c2)n1
(26) COc1ccc(OC)c(C(=O)/C=C/c2cccnc2)c1
(27) Cc1cc(C(=O)N2CCN(S(=O)(=O)c3ccc(C)c(C)c3)CC2)no1
(28) Cc1ccc(-c2nnnn2-c2ccccc2C(=O)O)cc1
(29) CC1CC(C)(C)N2C(=O)C3(Nc4ccccc4S3)c3cccc1c32 (configuration not stated)
(30) COc1ccc(NC(=O)CSc2nc3sc(C)c(C)c3c(=O)n2Cc2ccco2)cc1
entry no.	21	22	23	24	25	26	27	28	29	30
eLon inh	-3	-4	4	5	0	6	-1	-4	-11	-1
MT1-MMP act inh	-1	-1	1	2	-3	-6	-4	2	-14	-1
MsrA inhibitor	1.3	-1.1	1.2	1.9	1.9	0.5	-0.1	0.0	.	.
PABP1 MLLE inh	-14	-5	-2	-6	-14	5	3	9	11	-17
Rin1 Abl inh	1	1	-1	4	-3	1	3	3	1	1
FAS-TE inh	3	-4	-5	-7	2	-2	-1	-4	1	7
Rpn11 inh	i	i	i	i	i	i	i	i	i	i
bovine MsrA act	-3	-3	-1	-2	-2	-2	-2	-2	-1	-3
CSN deneddyl inh	1	-2	2	1	8	-5	-1	2	0	2

(31) O=C(CSc1ncccc1C(=O)O)NC12CC3CC(CC(C3)C1)C2
(32) CCOc1cc2[nH]c(=O)n(CC3CCC(C(=O)NCCC(C)C)CC3)c(=O)c2cc1OCC (configuration not stated)
(33) NC(=O)c1cc(S(=O)(=O)Nc2ccccc2)cs1
(34) OCCN1CCN(CC/C=C2/c3ccccc3CSc3ccccc32)CC1
(35) O=C(O[C@H]1[C@H](Cc2ccccc2)NS(=O)(=O)[C@H]2C[C@@H]3C=C[C@]12O3)c1ccc([N+](=O)[O-])cc1
(36) CC1CCN(S(=O)(=O)c2ccc(NC(=O)Cc3cccs3)cc2)CC1
(37) COc1ccc(N2CCN(S(=O)(=O)c3c(C(=O)N4CCOCC4)c(C)n(C)c3C)CC2)cc1
(38) COc1ccc(C(C(=O)NC(C)(C)C)N(C[C@H]2CC[C@@H]([C@@H]3CC[C@H](CO)O3)O2)C(=O)c2ccccc2)cc1 (some centres not stated)
(39) Cc1cc(C)cc(NC(=S)N2CC(C)OC(C)C2)c1 (configuration not stated)
(40) Cc1ccccc1S(=O)(=O)Nc1ncnc2ccccc12
entry no.	31	32	33	34	35	36	37	38	39	40
eLon inh	2	-1	6	-3	-5	-9	-7	-8	-4	-2
MT1-MMP act inh	1	1	1	4	3	0	0	3	1	-4
MsrA inhibitor	-0.9	0.1	0.3	-1.0	0.8	-0.3	1.2	-1.2	0.4	1.2
PABP1 MLLE inh	-61	-4	-2	1	-5	-9	0	-1	-81	-1
Rin1 Abl inh	0	-9	-2	3	3	5	-7	1	-2	2
FAS-TE inh	-4	-17	-4	-6	9	15	-6	-3	-5	-4
Rpn11 inh	i	i	i	i	i	i	i	i	i	i
bovine MsrA act	-1	-2	-8	-2	-1	-2	-3	-1	-1	-3
CSN deneddyl inh	-2	0	5	-1	1	11	2	1	0	0

(41) COc1ccc(COCC(O)CN2CCC(C(N)=O)CC2)cc1OC (configuration not stated)
(42) Cc1cc2oc(=O)c3c(c2cc1OC(=O)c1ccco1)CCCC3
(43) O=C(Nc1nccs1)c1ccc(N2C(=O)C3CCCCC3C2=O)cc1 (configuration not stated)
(44) C[C@H](O)C(=O)C1=Nc2c(nc(N)[nH]c2=O)NC1
(45) COC(C/C=C/[C@@H](O)[C@@H](C)OCc1ccccc1)OC
(46) CCn1cc(-c2ccccc2)c(C(=O)O)c1-c1ccc(OC)cc1
(47) O=C1CCCC2=C1C(c1ccncc1)Nc1ccccc1N2 (configuration not stated)
(48) C=CCOc1ccc(/C(O)=C2\C(=O)C(=O)N(CCOC)C2c2cccnc2)cc1 (configuration not stated)
(49) COc1ccc(CNC(=O)CCNC(=O)c2ccc(C(C)(C)C)cc2)cc1OC
(50) NS(=O)(=O)c1ccc(NC(=O)CCc2ccccc2)cc1
entry no.	41	42	43	44	45	46	47	48	49	50
eLon inh	-4	-5	-4	7	-20	0	-3	-9	5	-11
MT1-MMP act inh	-2	-1	5	-3	0	1	-3	-2	0	-1
MsrA inhibitor	-1.7	-0.8	1.2	0.8	1.4	-0.8	3.6	0.4	-1.3	0.8
PABP1 MLLE inh	16	-3	-7	14	11	4	11	5	13	0
Rin1 Abl inh	1	1	-2	-3	0	0	1	-2	3	4
FAS-TE inh	-9	-1	-1	-15	-5	-2	-9	-2	-2	-9
Rpn11 inh	i	i	i	i	i	i	i	i	i	i
bovine MsrA act	-4	-5	-3	-5	-2	-4	-6	-9	-1	-10
CSN deneddyl inh	4	-6	5	-4	-3	-6	7	1	3	5

Part of the list above in order of heavy-atom count, lowest first.
(44) C[C@H](O)C(=O)C1=Nc2c(nc(N)[nH]c2=O)NC1
(45) COC(C/C=C/[C@@H](O)[C@@H](C)OCc1ccccc1)OC
(42) Cc1cc2oc(=O)c3c(c2cc1OC(=O)c1ccco1)CCCC3
entry no.	44	45	42
eLon inh	7	-20	-5
MT1-MMP act inh	-3	0	-1
MsrA inhibitor	0.8	1.4	-0.8
PABP1 MLLE inh	14	11	-3
Rin1 Abl inh	-3	0	1
FAS-TE inh	-15	-5	-1
Rpn11 inh	i	i	i
bovine MsrA act	-5	-2	-5
CSN deneddyl inh	-4	-3	-6

Following part.
(51) CCCCn1c(-c2csc3c2CCC(C)C3)n[nH]c1=S (configuration not stated)
(52) O=C(CCC(=O)N(CC(=O)NC1CCCC1)Cc1ccc2c(c1)OCO2)Nc1ccccn1
(53) Cc1cccc(OCC(=O)Nc2ccc(S(=O)(=O)N3CCCC3)cc2)c1
(54) CCn1cc(Cl)c(C(=O)Nc2c(C)nn(Cc3c(F)c(F)c(F)c(F)c3F)c2C)n1
(55) CCCCn1c2ccc(F)cc2c2nnc(SCCN3CCCCC3)nc21
(56) CCC12CN3CC(CC)(CN(C1)C31C(=O)N(C)c3ccc(C)cc31)C2=O (configuration not stated)
(57) CCOC(=O)CC(=O)CSCC(=O)Nc1ccc(C)cc1
(58) CCOc1ccc(/C(O)=C2/C(=O)C(=O)N(c3ncccn3)C2c2ccccc2)cc1 (configuration not stated)
entry no.	51	52	53	54	55	56	57	58
eLon inh	2	-5	4	1	6	11	-10	-8
MT1-MMP act inh	2	2	5	1	-5	0	2	-10
MsrA inhibitor	-0.8	0.3	0.6	0.9	0.6	-0.6	1.2	2.7
PABP1 MLLE inh	-49	-1	-8	4	23	-6	34	6
Rin1 Abl inh	0	1	-2	-1	-6	-7	-4	1
FAS-TE inh	8	-9	10	-1	4	-8	-8	-12
Rpn11 inh	i	i	i	i	i	i	i	i
bovine MsrA act	0	-4	0	1	0	0	-2	-6
CSN deneddyl inh	2	2	2	1	-3	-1	-4	-1
